UGM FP inh = blocks M. tuberculosis UGM enzyme; P9WIQ1; purified UGM, fluorescence polarization probe displacement; inhibition, % at 10 µM; 320,000 compounds, 0.06% hits; AID 504406; in the data active = inhibition above about 10%, passing the limit was not always enough; inconclusive = no clear call, values can overlap the other calls
Target sequence (P9WIQ1 whole entry, looked up): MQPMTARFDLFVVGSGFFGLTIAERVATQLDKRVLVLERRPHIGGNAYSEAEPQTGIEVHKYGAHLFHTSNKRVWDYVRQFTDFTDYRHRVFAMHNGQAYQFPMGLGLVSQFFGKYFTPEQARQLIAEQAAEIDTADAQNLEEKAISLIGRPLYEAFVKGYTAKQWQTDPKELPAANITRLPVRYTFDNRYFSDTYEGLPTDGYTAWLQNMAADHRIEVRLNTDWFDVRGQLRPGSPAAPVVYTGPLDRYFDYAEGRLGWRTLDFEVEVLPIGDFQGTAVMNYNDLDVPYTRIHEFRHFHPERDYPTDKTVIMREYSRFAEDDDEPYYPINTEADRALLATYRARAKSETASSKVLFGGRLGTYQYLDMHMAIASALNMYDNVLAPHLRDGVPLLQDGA
FadD28 binding = inhibitors of Mycobacterium tuberculosis FadD28 bisubstrate binding; inhibition, % at 12.5 µM; 360,000 compounds, 0.22% hits; FadD28 bisubstrate probe binding, fluorescence polarization; in the data active = inhibition above about 8.5%, passing the limit was not always enough; inconclusive = no clear call, values can overlap the other calls
PrPC TRFRET = cell surface PrPC inhibition, primary TR-FRET screen; inhibition, % at 13.8 µM; TR-FRET read-out; 370,000 compounds, 0.43% hits; in the data active = inhibition above about 24%; note: 0% = median of the test wells and 100% = reference compound wells
BoNT-A LC inh2 = blocks Botulinum neurotoxin A light chain protease | multiplex microsphere protease substrate cleavage, flow cytometry | inhibition, % at 10 µM | 360,000 compounds, 0.17% hits | AID 588499; in the data active = inhibition above about 30%; inconclusive = no clear call, values can overlap the other calls; note: plate controls were buffer without enzyme for full effect and enzyme alone for no effect
BoNT F protease = blocks Botulinum neurotoxin F light chain protease; 360,000 compounds, 0.22% hits; Multiplex microsphere protease cleavage assay, flow cytometry; inhibition, % at 10 µM; AID 588497; in the data active = inhibition above about 35%, passing the limit was not always enough; inconclusive = no clear call, values can overlap the other calls; note: plate controls were buffer without enzyme for full effect and enzyme alone for no effect
BioA inh = inhibitors of Mycobacterium tuberculosis BioA enzyme; purified M. tuberculosis BioA enzyme, plate reader; inhibition, % at 9.99 µM; 360,000 compounds, 0.096% hits; in the data active = inhibition above about 40%; inconclusive = no clear call, values can overlap the other calls
GDH-TPI counter = counter-screen for M. tuberculosis FBA inhibitors: GDH-TPI coupled enzymes; 360,000 compounds, 1.2% hits; inhibition, % at 4.8 µM; GDH-TPI coupled enzyme counterscreen, NADH absorbance; AID 588335;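 note: 0% = DMSO wells and 100% = wells lacking the enzyme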
FBA Mtb inh = Mtb fructose-bisphosphate aldolase inhibition | P9WQA3 | purified M. tuberculosis FBA, fluorescence read-out | inhibition, % at 1 µM | 360,000 compounds, 2.3% hits; in the data active = inhibition above about 27%;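 note: 0% = vehicle and 100% = reference inhibitor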
Target sequence (P9WQA3 whole entry, looked up): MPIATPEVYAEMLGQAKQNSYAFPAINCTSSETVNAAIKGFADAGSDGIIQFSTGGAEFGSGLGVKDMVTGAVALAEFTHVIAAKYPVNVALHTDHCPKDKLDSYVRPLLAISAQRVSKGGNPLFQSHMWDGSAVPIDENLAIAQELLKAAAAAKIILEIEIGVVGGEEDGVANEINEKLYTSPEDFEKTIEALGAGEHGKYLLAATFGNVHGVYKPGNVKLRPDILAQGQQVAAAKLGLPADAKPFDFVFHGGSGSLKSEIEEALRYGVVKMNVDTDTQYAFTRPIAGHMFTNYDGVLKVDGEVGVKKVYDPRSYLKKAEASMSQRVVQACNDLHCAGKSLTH
CCHFV vOTU inh = CCHFV vOTU protease inhibition. 370,000 compounds, 0.55% hits. inhibition, % at 11.5 µM. AID 651958. Pep-AMC fluorescence; note: 0% = vehicle wells with enzyme and 100% = no enzyme wells
* = called active by the depositor; u = inconclusive; x = no result given. Cut-off read from the data, not from the text of the source, unless noted: active = inhibition above about 30%; inactive = the rest.

Fields: BoNT-A LC inh2	CCHFV vOTU inh	FBA Mtb inh	GDH-TPI counter	FadD28 binding	BioA inh	BoNT F protease	UGM FP inh	PrPC TRFRET
1: O=C(NCC(=O)N1CCCCC1)c1ccc(Br)o1
    -25	6	0	-4	-1.1	-0.8	-38	3.4	3
2: O=C(c1ccco1)N(Cc1cc2ccccc2[nH]c1=O)C1CCCCC1
    0.0	8	3	-2	-4.5	x	-8	-1.9	9
3: CN(C)C(=S)NC(=O)c1cccc(Cl)c1
    -1.0	4	0	-1	-3.0	0.1	-6	0.6	4
4: Brc1cc2c(cc1Br)OCCOCCOCCOCCO2
    0.1	4	8	9	1.9	x	-7	2.8	-5
5: Cc1cc(C)nc(NS(=O)(=O)c2ccc(NC(=O)C3(c4ccc([N+](=O)[O-])cc4)CCCC3)cc2)n1
    -0.3	-2	2	3	0.2	1.0	0	2.4	-19
6: CCOC(=O)C1(CCCc2ccccc2)CCN(C(=O)c2n[nH]c(CC)c2C)CC1
    -0.5	14	-2	-14	-4.7	0.4	-9	x	-8
7: COc1ccc(-n2nnnc2SCC(=O)c2ccc(O)c(O)c2)cc1
    -0.2	3	0	8	12*	-1.3	-10	1.3	4
8: CCc1ccc(OCC(=O)NNC(=O)c2cc3ccccc3o2)cc1
    0.3	13	-2	2	-1.4	0.3	-6	0.3	3
9: COc1ccc(-c2cc3c(c4c2ccn4C)C2CCC3C2)cc1F (configuration not stated)
    17	-2	1	x	-0.8	0.7	-6	x	7
10: COCCNC(=S)N1CCc2cc(OC)c(OC)cc2C1COc1ccc(C(C)C)cc1 (configuration not stated)
    -1.1	-1	-3	3	-0.2	-1.7	-9	-0.5	4
11: O=C(COC(=O)/C=C/c1ccccc1Cl)NC(=O)NC1CCCC1
    1.1	-3	2	13	0.0	-1.6	-5	x	-1
12: COc1cc(OC)cc(C(=O)N[C@H](C(=O)NCc2ccc(F)cc2)C(C)C)c1
    0.0	-3	-1	2	-2.1	-1.1	0	1.4	1
13: COc1ccccc1N1CCN(C(=O)c2ccc3c(=O)n(Cc4ccc5c(c4)OCO5)c(=O)[nH]c3c2)CC1
    0.0	x	0	11	-4.3	x	-1	-2.3	x
14: O=C(Nc1ccn(Cc2ccccc2)n1)c1n[nH]c([N+](=O)[O-])c1Cl
    0.6	3	3	17	-0.6	x	6	1.3	-3
15: Brc1cccc(CN2CCN(c3ncccn3)CC2)c1
    -1.9	-9	-1	-7	-2.3	1.4	u	-1.0	7
16: O=C(Cn1c(=O)sc2ccccc21)NCc1ccco1
    -0.4	2	1	-3	-3.0	1.6	0	-2.6	-6
17: CC(=O)/C(=C/c1ccc(N(C)C)cc1)C(=O)c1ccccc1
    0.6	7	-17	5	-0.7	x	-6	-1.6	6
18: O=C(CNC(=O)N1CC(=O)Nc2ccccc21)NCCCc1ccccc1
    0.0	-4	-1	5	-0.4	-1.5	3	x	-6
19: COCCNC(=O)c1ccc2c3n(nc2c1)-c1ccc(Cl)cc1CO3
    -1.1	-8	9	1	-6.1	-0.9	-1	0.4	-22
20: CCN(CC)S(=O)(=O)c1ccc(N2CCOCC2)c(NC(=O)c2cnccn2)c1
    0.9	-1	1	4	-0.7	x	0	x	0
21: CC(=O)Nc1c(C(=O)C2CC2)oc2ccccc12
    -0.2	x	-1	7	-0.4	1.0	-4	0.6	x
22: CCC(C)(C)NC(=O)C(c1ccc(OC)cc1)N(Cc1ccc(OC)cc1)C(=O)CCC(=O)Nc1cc(C)on1 (configuration not stated)
    -0.3	4	0	-15	-4.4	0.2	0	1.0	-4
23: O=C(O)CCc1ccc(-c2ccc(F)cc2)n1CC1CCCO1 (configuration not stated)
    -0.1	-51	18	-4	-1.0	x	-2	-0.3	-1
24: COc1ccc(OC)c(C2C3=C(N=C4SCC(=O)N42)c2ccccc2CC3)c1 (configuration not stated)
    0.0	-4	3	18	-1.0	x	0	2.4	-11
25: Cc1coc2c(C)c3oc(=O)c(CCC(=O)N4C[C@H]5C[C@@H](C4)c4cccc(=O)n4C5)c(C)c3cc12
    0.2	-11	21	27	-5.0	0.7	-3	-0.5	-4
26: CCCCCCCCN1C(=O)[C@H](CC(=O)NCc2ccccc2)C[C@@]2(C(=O)OC)CCCCC=C12
    -0.6	40*	x	x	x	x	-2	x	12
27: CCOc1cc(/C=N/NC(=O)c2c(-c3ccccc3)noc2C)ccc1O
    -0.5	6	-6	29	-0.4	6.3	4	-0.8	4
28: COC(=O)C(O)(c1cn(C)c2ccccc12)C(F)(F)F (configuration not stated)
    0.4	5	5	12	1.3	-2.1	4	-2.4	2
29: O=c1c2ccccc2c(C=Nc2cccc(S(=O)(=O)NCc3ccco3)c2)c(O)n1-c1ccc(Cl)cn1
    -0.7	-1	9	10	-0.3	-1.4	4	-0.9	1
30: Cc1nnc(NC(=O)CCC(=O)NCc2ccco2)s1
    0.6	-7	0	4	-2.4	2.9	5	3.1	0
31: O=C(CN1CCNCC1)N1CCOCC1
    -0.7	x	0	x	-2.4	x	-2	x	x
32: Cn1c(Cc2ccccc2)nnc1SCC(=O)N1CCCCC1
    0.0	14	2	1	-0.2	-0.2	0	1.1	3
33: CSc1ccccc1C(=O)N1CCC(CCC(=O)NC2CC2)CC1
    0.5	-1	-1	3	0.1	0.0	4	2.6	1
34: N#C/C(=C\N1CCOCC1)c1ccccc1
    0.3	5	0	16	0.1	x	-2	1.6	6
35: c1ccc(Cn2nnc3c(NCc4ccc5c(c4)OCO5)nc(C4CC4)nc32)cc1
    1.2	2	1	-5	-3.1	-0.4	u	-3.6	-2
36: O=C(c1cccs1)N1CCCC(N2CCN(c3cccc(C(F)(F)F)c3)CC2)C1 (configuration not stated)
    0.2	3	9	-2	-2.0	14	-2	-0.4	-1
37: O=[N+]([O-])c1ccccc1CNC1CCCc2ccccc21 (configuration not stated)
    -2.0	-1	1	7	-1.2	0.6	-8	-1.7	0
38: O=C(COC(=O)c1cc(S(=O)(=O)N2CCOCC2)c(Cl)cc1Cl)NCc1ccco1
    -0.4	1	0	-6	-1.8	x	1	-0.9	-3
39: Nc1nc(COC(=O)C2CCN(C(=O)c3ccc(Cl)cc3)CC2)nc(Nc2ccccc2)n1
    -3.7	24	-3	2	-3.8	-0.4	-1	-1.8	7
40: Cc1ccc(NC(=O)[C@@H]2CCCN2S(=O)(=O)c2ccccc2F)cc1
    -0.1	16	6	12	-1.1	-0.8	-6	0.8	7
41: O=C(Cc1ccc(F)cc1)Nc1ccc(F)c([N+](=O)[O-])c1
    -1.3	2	-17	-16	-3.4	-1.2	-14	-1.2	-35
42: COc1cc(-c2nnc(-c3cccs3)o2)cc(OC)c1OC
    -0.7	8	12	22	-1.0	-0.3	2	0.0	-9
43: CC(/C=C/c1ccc(OCc2ccccc2)cc1)=N\O
    -0.5	-13	-3	5	-3.2	x	-4	-0.9	0
44: CCOC(=O)C1=C(C)NC(=O)NC1/C=C/c1ccccc1OC (configuration not stated)
    -0.1	-7	3	1	-2.5	x	0	1.2	0
45: C=CCn1c(SCC(=O)Nc2ccc3c(c2)OCCO3)nnc1-c1ccco1
    -0.9	11	4	4	-0.7	0.3	1	3.6	-2
46: COc1cccc(C(=O)NC23CC4CC(CC(C4)C2)C3)c1
    0.5	-14	3	5	0.3	-0.3	-34	-1.1	1
47: Cc1cc(OCC(=O)OC(C)(C)C)c2c3c(c(=O)oc2c1)CCC3
    0.5	-17	2	4	-1.9	0.1	3	0.1	-4
48: Cc1c(Cl)c(-c2n[nH]c(=S)n2-c2ccccc2)nn1C
    1.0	-9	3	9	1.2	-1.4	2	-1.3	15
49: Cc1cc(C)nc(NC(=NCCc2c[nH]c3ccccc23)NC(=O)Nc2cccc([N+](=O)[O-])c2)n1
    -0.6	7	-3	-1	-3.9	x	-10	1.8	11
50: COc1ccc(S(=O)(=O)Nc2ccc(-c3ccc4nncn4n3)cc2)c(OC)c1
    1.1	-3	-2	4	-12	x	5	-0.2	-10
51: Cc1cc2ncn(CS(C)(=O)=O)c2cc1C
    -1.1	9	-2	-1	-0.2	x	-3	3.9	4
52: COc1ccc(Cl)cc1NC(=O)CN(C)C(=O)c1ccc(N2CCCCC2)c([N+](=O)[O-])c1
    1.4	11	5	6	1.4	x	6	-0.9	-3
53: COc1ccc(C(c2nnnn2-c2ccc3c(c2)OCCO3)N2CCC3(CC2)C(=O)NCN3c2ccccc2)cc1 (configuration not stated)
    1.2	8	4	x	-2.4	-1.3	3	x	-2
54: CCN(CC)c1ccc(NC(=O)COC(=O)CSc2ccc(Br)cc2C)cc1
    0.0	-2	-3	12	-0.8	x	9	-2.6	-2
55: COc1ccc(Cl)cc1Nc1nc(-c2cccnc2)cs1
    -0.3	-7	0	4	-0.6	1.1	-33	1.8	1
56: COc1ccccc1C(=O)NC(CCSC)C(=O)NNC(=O)c1ccccc1C (configuration not stated)
    x	5	4	4	-2.2	-2.0	x	-0.9	-7
57: CCOC(=O)c1ccc(NC(=O)NCc2ccccc2OC)cc1
    -0.3	-6	0	-6	-1.4	0.4	-1	-0.3	11
58: CSc1nnc(N2C(=O)C(O)=C(C(=O)c3ccco3)C2c2cccc(Cl)c2)s1 (configuration not stated)
    1.8	-4	-1	14	-4.0	-5.1	6	-1.7	-1
59: CNC(=O)c1c(NC(=O)C2=COCCO2)sc2c1CCN(C(=O)OC)C2
    -2.4	-1	2	25	-2.6	x	-9	0.7	2
60: C/C(=N/NC(=O)c1ccc(Cl)s1)c1cccnc1
    -0.7	10	-3	-1	-6.6	2.2	-2	-2.1	9

Single records, from the list above:
C=CCn1c(SCC(=O)Nc2ccc3c(c2)OCCO3)nnc1-c1ccco1 is entered as BoNT-A LC inh2: -0.9; CCHFV vOTU inh: 11; FBA Mtb inh: 4; GDH-TPI counter: 4; FadD28 binding: -0.7; BioA inh: 0.3; BoNT F protease: 1; UGM FP inh: 3.6; PrPC TRFRET: -2
COc1ccccc1C(=O)NC(CCSC)C(=O)NNC(=O)c1ccccc1C (configuration not stated) is entered as BoNT-A LC inh2: x; CCHFV vOTU inh: 5; FBA Mtb inh: 4; GDH-TPI counter: 4; FadD28 binding: -2.2; BioA inh: -2.0; BoNT F protease: x; UGM FP inh: -0.9; PrPC TRFRET: -7
O=C(COC(=O)c1cc(S(=O)(=O)N2CCOCC2)c(Cl)cc1Cl)NCc1ccco1 is entered as BoNT-A LC inh2: -0.4; CCHFV vOTU inh: 1; FBA Mtb inh: 0; GDH-TPI counter: -6; FadD28 binding: -1.8; BioA inh: x; BoNT F protease: 1; UGM FP inh: -0.9; PrPC TRFRET: -3

Further structures follow:
Fields: BoNT-A LC inh2	CCHFV vOTU inh	FBA Mtb inh	GDH-TPI counter	FadD28 binding	BioA inh	BoNT F protease	UGM FP inh	PrPC TRFRET
61: COc1ccccc1NC(=O)Cn1c(=O)n(CCc2c[nH]c3ccccc23)c(=O)c2cccnc21
    0.0	-7	0	-8	-3.5	-0.6	-5	2.4	-1
62: Cc1ccc(-c2ccc3nnc(SCC(N)=O)n3n2)cc1
    -0.8	-9	19	13	-3.6	x	-6	-1.5	-1
63: Cc1nc(N2CCOCC2)nc(N2CCN(c3ccccc3)CC2)c1[N+](=O)[O-]
    0.3	1	3	2	-3.1	-0.6	-44	2.7	-1
64: O=C(CSc1nnc2c3ccccc3c3ccccc3c2n1)Nc1ccccc1F
    1.2	15	0	7	-4.7	-0.3	7	-3.8	8
65: O=C(Cn1c(=O)cnc2ccccc21)Nc1ccccc1N1CCOCC1
    -1.9	5	3	4	-1.1	-1.2	9	-1.0	7
66: Cc1cccn2c1nc(=S)n2C(=O)c1ccco1
    -0.6	0	0	22	-1.3	x	-4	0.2	1
67: O=C(OCC(=O)N(C1CCCCC1)C1CCCCC1)c1ccco1
    0.6	5	-2	-2	1.0	-0.7	5	-8.8	-4
68: Cc1cc(F)ccc1S(=O)(=O)Nc1ncnc2scc(-c3ccc(F)cc3)c12
    -0.3	-9	4	6	-0.4	x	1	-0.1	8
69: CC(C)NC(=O)NC(=O)CSc1ccccc1F
    0.7	-11	-5	9	-1.0	x	1	0.1	-1

Among those listed so far, two contain a CF3 group.
Fields: BoNT-A LC inh2	CCHFV vOTU inh	FBA Mtb inh	GDH-TPI counter	FadD28 binding	BioA inh	BoNT F protease	UGM FP inh	PrPC TRFRET
28: COC(=O)C(O)(c1cn(C)c2ccccc12)C(F)(F)F (configuration not stated)
    0.4	5	5	12	1.3	-2.1	4	-2.4	2
36: O=C(c1cccs1)N1CCCC(N2CCN(c3cccc(C(F)(F)F)c3)CC2)C1 (configuration not stated)
    0.2	3	9	-2	-2.0	14	-2	-0.4	-1

High-throughput results: PubChem BioAssay, several laboratories
